# Avidin fluor: green autofluorescence of compounds with avidin beads – biophysical, 488/530 nm, flow cytometry, artefact control, profiling panel | AID 1775, 2009 | compound fluorescence 488/530 nm; active compounds read high | hit rate 0.38% among 220,000 | fluorescence (KMESF) at 10 µM; in the data active means fluorescence above about 47; further: inactives centre near 10
# ABCG2 block: ABCG2 efflux pump inhibitors, primary screen, multiplex with ABCB1, IgMXP3 cells, flow cytometry | Broad substrate specificity ATP-binding cassette transporter ABCG2 (Homo sapiens), Q9UNQ0 | hit rate 0.1% among 190,000 | JC-1 efflux | inhibition, % at 6.6 µM;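 active means inhibition above 80%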;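 further: 0% = DMSO and 100% = nicardipine control wells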
#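 Read-out basis: Efflux inhibition in percent versus controls | Test system: ABCG2 IgMXP3 and barcoded ABCB1 CCRF-Adr cell mix | Quantity: 3 million cells/mL in well | Schedule: 10 min at 25 °C | Control set: Nicardipine as high control, DMSO as low control | Reagent: JC-1 as fluorescent efflux pump substrate | Signal: Flow cytometry of retained JC-1 fluorescence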
# RGS7-Gao reg: RGS7-Galphao binding modulators, primary screen, biochemical, multiplexed bead flow cytometry; Guanine nucleotide-binding protein G(o) subunit alpha (Homo sapiens), P09471; binding response (% of control), % at 10 µM; actives lie on both sides; AID 1439, 2008; hit rate 0.35% among 220,000; in the data active means binding response below about 49% or above about 150%; inconclusive means no clear call, values can overlap the other calls; inactive means in between;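 further: fluorescent Galphao held in activated GDP-AlF4 state binding bead-coupled RGS7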
# Target sequence (P09471 whole entry, looked up): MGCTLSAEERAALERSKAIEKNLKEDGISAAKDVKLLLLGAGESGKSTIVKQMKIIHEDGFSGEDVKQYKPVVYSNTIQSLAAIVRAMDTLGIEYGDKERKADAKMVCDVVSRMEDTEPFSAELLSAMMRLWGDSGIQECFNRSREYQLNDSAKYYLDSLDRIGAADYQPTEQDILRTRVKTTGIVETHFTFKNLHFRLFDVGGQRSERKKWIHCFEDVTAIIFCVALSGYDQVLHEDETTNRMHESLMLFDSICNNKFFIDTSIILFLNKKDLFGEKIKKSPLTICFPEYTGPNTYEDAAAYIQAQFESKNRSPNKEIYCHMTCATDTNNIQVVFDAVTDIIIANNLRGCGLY
# ABCB1 block: ABCB1 efflux pump inhibitors, primary screen, cell-based, multiplex, flow cytometry, ABCG2 counter-screen | ATP-dependent translocase ABCB1 (Homo sapiens), P08183 | inhibition, % at 6.6 µM | hit rate 0.067% among 190,000 | AID 1326, 2008 | CCRF-Adr cells, JC-1 efflux; in the data active means inhibition above about 40%;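 further: 0% = vehicle and 100% = reference inhibitor; higher value means more JC-1 retained so stronger ABCB1 efflux block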
# RGS8-Gao reg: RGS8-Galphao binding modulators, primary screen, biochemical, multiplexed bead flow cytometry. Guanine nucleotide-binding protein G(o) subunit alpha (Homo sapiens), P09471. actives lie on both sides. response (percent of control binding), % at 10 µM. hit rate 0.34% among 220,000. AID 1423, 2008; in the data active means response below about 60% or above about 140%; inactive means in between;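 further: Galphao activated as the GDP aluminium fluoride complex binding bead-coupled RGS8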
# GSH bead fluor: compound fluorescence on glutathione beads, profiling panel, artefact control, biophysical, 488/530 nm, flow cytometry | GSH beads flow cytometry, compound fluorescence 488/530 nm; active compounds read high | fluorescence (KMESF) at 10 µM | hit rate 0.25% among 190,000 | AID 1776, 2009; in the data active means fluorescence above about 89;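 further: glutathione beads carrying GST-tagged Bcl family fusion proteins plus one bare bead set; values are compound well signal with DMSO vehicle wells as background; inactives centre near 16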
# Mcl1-Noxa inh: Mcl-1/Noxa binding inhibitors, primary screen, biochemical, TR-FRET, 1536-well. TR-FRET Mcl-1/Noxa peptide binding, 2 h. inhibition, % at 21.7 µM. hit rate 1.5% among 220,000;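 active means compounds that cut the protein-peptide binding signal by more than 50% relative to plate controls in a single-dose test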;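 further: His-tagged Mcl-1 with rhodamine Noxa BH3 peptide and terbium anti-His antibody; 0% = Mcl-1 plus Noxa peptide wells and 100% = peptide-only wells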
# Target sequence (Q07820 whole entry, looked up): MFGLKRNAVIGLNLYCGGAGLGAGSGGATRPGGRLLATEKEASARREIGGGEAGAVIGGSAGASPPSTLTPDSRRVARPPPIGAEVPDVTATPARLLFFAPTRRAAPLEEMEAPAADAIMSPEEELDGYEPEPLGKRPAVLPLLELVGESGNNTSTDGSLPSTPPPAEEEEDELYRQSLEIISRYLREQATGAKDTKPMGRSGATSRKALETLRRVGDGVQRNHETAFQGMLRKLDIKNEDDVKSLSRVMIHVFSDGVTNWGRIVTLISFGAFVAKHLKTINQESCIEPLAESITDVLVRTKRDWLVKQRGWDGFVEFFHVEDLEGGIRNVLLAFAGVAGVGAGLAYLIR
# RGS4-Gao reg: modulators of RGS4 binding to Galphao, primary screen, biochemical, multiplexed bead flow cytometry. Guanine nucleotide-binding protein G(o) subunit alpha (Homo sapiens), P09471. actives lie on both sides. binding response (% of control), % at 10 µM. hit rate 0.33% among 220,000. AID 1415, 2008; in the data active means binding response below about 49% or above about 150%; inactive means in between;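 further: fluorescent Galphao activated with aluminum fluoride binding bead-coupled RGS4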
# Bim-Mcl-1: inhibitors of Bim peptide binding to Mcl-1, primary screen, biochemical, bead-based flow cytometry, multiplex. inhibition, % at 10 µM. hit rate 0.1% among 190,000. AID 1009, 2008. Induced myeloid leukemia cell differentiation protein Mcl-1 (Homo sapiens), Q07820. Bim peptide-Mcl-1 binding; in the data active means inhibition above about 40%;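 further: 0% = no compound tracer wells and 100% = peptide blocker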
# Mcl1 Bid PPI: Mcl-1/Bid binding inhibitors, primary screen, biochemical, TR-FRET, 1536-well. Induced myeloid leukemia cell differentiation protein Mcl-1 (Homo sapiens), Q07820. TR-FRET Mcl-1/Bid-Dy647 peptide binding. inhibition, % at 21.7 µM. hit rate 0.97% among 220,000. AID 1021, 2008;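 active means compounds that cut the binding signal by more than half at the single screening dose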;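 further: His-tagged Mcl-1 with europium anti-His antibody binding Bid BH3 peptide; 0% = Mcl-1 plus peptide wells and 100% = peptide-only wells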
# Pf gamet viab: late stage P. falciparum gametocyte viability inhibitors, primary screen, ATP luminescence, HTS. P. falciparum stage V gametocytes, 24 h. inhibition, % at 10.9 µM. hit rate 0.065% among 150,000;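 active means inhibition above the mean plus 3 SD of compounds within the control limits, set per campaign, cut at about 38% in these data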;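 further: 0% = DMSO wells and 100% = medium only without gametocytes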
# The depositor's hits bear a star; u = inconclusive; x = no result given.
SMILES,Avidin fluor,ABCG2 block,RGS7-Gao reg,ABCB1 block,RGS8-Gao reg,GSH bead fluor,Mcl1-Noxa inh,RGS4-Gao reg,Bim-Mcl-1,Mcl1 Bid PPI,Pf gamet viab
O=C(Nc1nnc(COc2ccc(F)cc2)s1)Nc1ccccc1F,7,x,u,x,104.2,x,23.4,106.2,x,-11.9,0.1
O=C1C(=O)c2ccccc2C([O-])=C1[n+]1ccccc1,8,x,u,x,105.5,x,9.2,104.9,x,-37.4,2.1
COc1ccccc1S(=O)Cc1ccc(C(=O)O)o1 (stereo not given),23,2.6,102.1,0.3,101.1,17,10.8,103.1,0.0,-15.8,2.3
O=[N+]([O-])c1ccc2c(c1)c1ccccc1n2CCO,8,x,u,x,98.6,x,13.9,99.7,x,1.4,-10.7
O=C(CN1CCCCC1)Nc1ccc(Br)cc1[N+](=O)[O-],8,3.9,90.1,1.3,98.3,15,-1.3,96.2,-2.0,-30.6,-8.4
Cc1c(NC(=O)NC2CCCCC2)cccc1[N+](=O)[O-],9,9.1,u,0.1,99.3,18,16.2,97.0,-1.0,-18.9,12.2
N#Cc1c(SCc2ccccc2)sc(C(=O)c2ccccc2)c1N,10,1.4,103.1,0.0,97.3,8,15.9,97.1,-1.0,-30.2,-3.3
COc1ccccc1/C=C/C=N/N1CCN(Cc2ccccc2)CC1,5,3.2,94.0,0.4,99.0,9,12.1,97.4,-4.0,-1.4,19.9
COc1ccc(Nc2c3c(c(C#N)c4nc5ccccc5n24)CCC3)cc1,29,1.4,90.4,0.5,97.7,8,9.2,92.4,-1.0,-18.2,x
Cc1ccc(C(=O)Nc2ccc(N3CCOCC3)nc2N2CCOCC2)cc1,4,x,u,x,101.9,x,0.9,104.4,x,-57.5,-11.0
COc1ccc(-c2c(C)n([O-])c3c([n+]2=O)CCCCC3)cc1OC,9,0.1,u,0.2,101.1,14,10.8,97.6,0.0,-15.4,x
O=C(Oc1ccccc1-c1csnn1)c1cccs1,8,6.0,105.7,0.5,100.5,14,-1.4,99.7,0.0,-6.2,2.1
O=C(N/N=C/C(Br)=C/c1ccccc1)NC1CCCCC1,11,11.5,95.0,-0.4,101.0,10,-0.1,102.4,3.0,-23.9,-10.2
CC1CCCN(C(=O)c2ccc3c(=O)n(C4CCCC4)c(=S)[nH]c3c2)C1 (stereo not given),8,-7.1,96.9,-2.2,101.9,19,24.1,99.3,-2.0,-37.6,-1.1
COc1ccccc1NCc1ccc([N+](=O)[O-])s1,14,15.8,98.9,1.5,98.7,8,16.3,97.6,-8.0,-23.7,x
O=c1c2ccccc2cnn1-c1ccc(Cl)nn1,14,25.7,101.3,2.6,105.6,13,2.1,103.5,2.0,-26.1,7.2
CCOC(=O)C1CCN(C(=O)CCc2c(C)nc3cc(-c4ccccc4)nn3c2C)CC1,6,7.5,100.9,2.0,100.0,24,15.9,97.3,-1.0,-4.2,x
COC(=O)c1ccccc1NC(=O)CSc1nnnn1C,20,0.1,96.3,0.0,100.3,22,-2.2,99.8,-3.0,-12.7,3.6
COC(=O)c1ccc(OC(=O)CCN2C(=O)C3C4c5ccccc5C(c5ccccc54)C3C2=O)cc1 (stereo not given),13,1.5,100.1,0.8,99.8,20,9.7,99.8,-10.0,52.4*,x
O=C(NCCSc1ccc(Cl)cc1)c1ccco1,31,5.2,102.7,0.3,102.1,26,-7.0,100.1,-6.0,-8.3,21.4
O=C(CSc1nc(N2CCCCC2)nc(N2CCCCC2)n1)N1CCc2ccccc21,8,33.1,92.4,1.2,99.1,14,12.3,94.9,-1.0,-15.4,x
Cc1ccc(-c2nnc(SCC(=O)NNC(=O)COc3cccc4ccccc34)n2C)cc1,13,2.6,100.1,0.4,102.6,19,5.5,98.8,-8.0,10.4,15.0
C=CCNC(=O)C1CCN(c2cc(C)nc(-c3ccccc3)n2)CC1,9,0.6,u,0.1,101.8,26,9.1,101.9,0.0,-29.4,4.1
O=C1N(CCCN2C(=O)C3(OCCO3)c3ccccc32)c2ccccc2C12OCCO2,31,5.6,101.4,5.2,103.8,24,2.3,99.8,1.0,1.4,-9.1
CCOc1ccccc1CNCCNC(=O)c1nonc1N,8,x,u,x,102.7,x,5.5,103.4,x,-14.0,37.9
# More results follow:
SMILES,Avidin fluor,ABCG2 block,RGS7-Gao reg,ABCB1 block,RGS8-Gao reg,GSH bead fluor,Mcl1-Noxa inh,RGS4-Gao reg,Bim-Mcl-1,Mcl1 Bid PPI,Pf gamet viab
Cc1ccc(NC(=O)COc2ccccc2C(=O)NCCN(C)C)cc1,27,-0.1,116.2,1.1,127.7,8,14.1,114.0,2.0,-22.0,x
O=C(NCc1ccc(F)cc1)C1CC(=O)N(CCc2ccccc2)C1 (stereo not given),12,3.4,100.5,0.7,102.5,40,-4.1,107.2,-14.0,-7.7,x
O=C(Cc1ccccc1)NNC1CC(=O)N(c2ccccc2)C1=O (stereo not given),12,2.2,101.4,0.4,99.4,10,-9.4,100.8,-5.0,-6.6,-5.4
N#C/C(=C\c1ccc(Sc2ccccc2)o1)c1nc2ccccc2[nH]1,3,-1.1,103.3,-2.8,102.7,9,11.6,98.4,-4.0,-1.3,-4.7
Nc1nc(F)cc(N2CCCCCC2)n1,6,0.0,103.3,-0.6,101.1,15,0.4,101.8,0.0,-13.2,17.4
O=C(NC1CCCCC1)C(c1ccccc1F)N(Cc1ccco1)C(=O)Cn1nnc2ccccc21 (stereo not given),x,1.9,95.1,2.1,100.8,15,8.5,94.0,-1.0,-17.9,x
c1ccc(OCc2nnc3n2CCCCC3)cc1,7,x,u,x,101.3,x,-1.1,112.2,x,0.7,-19.4
O=C(NCc1ccccn1)c1cc(-n2cnnc2)ccc1Cl,18,3.0,97.9,0.7,98.5,29,-17.8,96.0,0.0,-28.5,x
Cc1ccc(Oc2cc(NC(=O)CCCn3nc([N+](=O)[O-])c(Cl)c3C)cc([N+](=O)[O-])c2)cc1,14,-0.5,103.8,7.9,103.5,25,2.4,104.4,0.0,6.8,x
O=C(COc1ccccc1)Nc1nnc(-c2ccc3c(c2)CCCC3)o1,8,4.3,96.5,0.4,102.7,27,-90.3,104.1,0.0,-40.9,x
C=CCNc1nc2c(c(=O)n(C)c(=O)n2C)n1CCCCCC,14,10.6,102.2,1.2,101.8,26,-9.9,104.6,3.0,-16.2,-15.6
C[n+]1ccc(/C=C/c2c[nH]c3ccccc23)cc1,3,27.1,109.5,3.0,101.8,10,-251.7,110.2,0.0,14.4,1.1
Cc1c(CCC(C)C)c(=O)n2c([nH]c3ccccc32)c1C#N,7,0.1,97.6,0.1,100.9,5,19.2,100.1,1.0,-41.9,x
CCOc1cc(/C=C2/NC(=O)N(CC(=O)OC)C2=O)ccc1O,6,3.4,106.5,0.1,104.8,21,1.0,100.0,-2.0,-38.0,-33.1
Cc1ccc(C(=O)Nc2ccc3c(c2)OCO3)cc1S(=O)(=O)N1CCCCC1,13,24.4,99.0,1.2,100.7,26,-8.0,99.5,0.0,-37.1,x
Nc1nc(-c2ccc3ccccc3c2)cs1,21,0.1,104.9,-0.5,96.6,10,21.5,105.7,-21.0,-27.9,19.4
CCP(=O)(c1ccccc1)C(C)(C)O (stereo not given),12,-2.4,103.6,-0.3,102.0,27,-6.9,102.5,-3.0,-4.6,4.2
CN(C)c1ccc(N=Nc2ccccc2C(=O)OCC(=O)N(C)C2CCCCC2)cc1,16,12.7,101.7,3.5,101.4,9,-19.2,97.4,-7.0,-29.6,-22.4
COC(=O)c1ccc(S(=O)(=O)N2CCN(C)CC2)n1C,10,x,u,x,101.3,x,3.4,109.2,x,-9.9,8.5
O=C(Cc1cccs1)Nc1nc(-c2ccccc2)cs1,12,9.1,102.6,-0.4,101.5,44,12.7,101.8,-3.0,4.7,0.6
c1ccc(Cn2c(-c3ccco3)nc3nc4ccccc4nc32)cc1,15,5.3,98.5,1.1,99.0,15,10.8,97.9,-3.0,-2.8,x
CC(C)CCNC(=O)NC(=O)CSc1nnc(-c2ccccc2Br)o1,6,1.8,99.1,0.4,99.5,6,-1.4,97.8,4.0,-10.6,x
CCn1c(SCC(=O)NC2CCCCC2)nnc1-c1cc2cccc(OC)c2o1,13,4.3,97.9,0.9,98.3,10,8.6,98.8,1.0,-20.2,7.8
O=C(CSc1ccc(Cl)cc1)Nc1ccc(N2CCN(C(=O)c3ccco3)CC2)cc1,8,4.7,100.0,1.4,104.7,32,-8.5,108.5,-4.0,13.5,x
Cn1c(O)c(/C=N/Nc2ccccc2)c(=O)n(C)c1=O,28,0.7,104.1,0.0,105.7,11,-6.6,104.8,-3.0,-37.2,-15.0
# The list goes on:
SMILES,Avidin fluor,ABCG2 block,RGS7-Gao reg,ABCB1 block,RGS8-Gao reg,GSH bead fluor,Mcl1-Noxa inh,RGS4-Gao reg,Bim-Mcl-1,Mcl1 Bid PPI,Pf gamet viab
S=C(NCCC(c1ccccc1)c1ccccc1)Nc1ccc(Cl)cc1,7,1.7,108.4,0.5,102.8,26,13.7,105.1,-3.0,-75.2,x
CC(Oc1ccc2c(=O)c(-c3ccc(Cl)cc3)c(C(F)(F)F)oc2c1)C(=O)O (stereo not given),8,x,u,x,99.8,x,9.8,99.1,x,-2.0,-7.0
C/C(N)=C(/C#N)C(=O)COC(=O)CCCNC(=O)c1ccc(Cl)cc1,9,9.3,103.8,-1.2,102.8,12,2.1,102.5,-3.0,-34.0,-23.4
COc1cc(S(=O)(=O)N2CCOCC2)ccc1NC(=O)CSc1n[nH]c(=O)[nH]c1=O,12,2.3,u,0.3,101.8,13,-4.2,100.3,1.0,4.4,5.8
O=C1c2ccccc2C(Nc2ccc3c(c2)OCO3)N1Cc1ccco1 (stereo not given),6,4.4,92.1,1.2,97.2,26,14.6,95.9,0.0,-32.6,x
OCCNCCCCOc1ccc(F)cc1,8,2.2,101.9,0.4,101.0,12,16.0,101.7,-1.0,-6.7,8.0
CCN1/C(=N\N)c2cccc3cccc1c23,9,-3.7,u,-0.8,95.8,16,6.7,97.6,10.0,-5.9,3.5
CC(OC(=O)c1ccc2ncsc2c1)C(=O)NCc1ccccc1 (stereo not given),7,9.1,97.4,0.8,96.7,18,3.2,96.8,-6.0,-7.2,x

# Screening data from PubChem.

# Compounds were not picked by outcome (roughly 3.3% active in at least one column).
